# Avidin bead fluor: green autofluorescence of compounds with avidin beads – biophysical, 488/530 nm, flow cytometry, artefact control, profiling panel; compound fluorescence 488/530 nm; stronger effect = higher value; fluorescence (KMESF) at 10 µM; hit rate 0.38% among 220,000; AID 1775, 2009; in the data active = fluorescence above about 47; also: inactives centre near 10
# Rab7 wt GTP bind: modulators of GTP binding to Rab7, primary screen, biochemical, wildtype, multiplex bead flow cytometry. GTP binding activity (percent of control), % at 10 µM. AID 758, 2007. Rab7 GTPase wild type (dog), Bodipy-FL-GTP binding. GST-Rab7 beads, fluorescent GTP binding; actives lie on both sides; untreated = 100%, excess cold GTP = 0%. hit rate 0.055% among 190,000;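 active = fluorescent GTP binding to Rab7 beads changed by at least 20 points from the 100% baseline, either direction, mostly lower; inconclusive = compound itself probably fluorescent, or too few beads counted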;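 also: median green fluorescence of bound Bodipy-FL-GTP per Rab7 bead population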
# Mcl1-Noxa inh: Mcl-1/Noxa binding inhibitors, primary screen, biochemical, TR-FRET, 1536-well; TR-FRET Mcl-1/Noxa peptide binding, 2 h; inhibition, % at 21.7 µM; hit rate 1.5% among 220,000;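 active = compounds that cut the protein-peptide binding signal by more than 50% relative to plate controls in a single-dose test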;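 also: His-tagged Mcl-1 with rhodamine Noxa BH3 peptide and terbium anti-His antibody; 0% = Mcl-1 plus Noxa peptide wells and 100% = peptide-only wells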
# Target sequence (Q07820 whole entry, looked up): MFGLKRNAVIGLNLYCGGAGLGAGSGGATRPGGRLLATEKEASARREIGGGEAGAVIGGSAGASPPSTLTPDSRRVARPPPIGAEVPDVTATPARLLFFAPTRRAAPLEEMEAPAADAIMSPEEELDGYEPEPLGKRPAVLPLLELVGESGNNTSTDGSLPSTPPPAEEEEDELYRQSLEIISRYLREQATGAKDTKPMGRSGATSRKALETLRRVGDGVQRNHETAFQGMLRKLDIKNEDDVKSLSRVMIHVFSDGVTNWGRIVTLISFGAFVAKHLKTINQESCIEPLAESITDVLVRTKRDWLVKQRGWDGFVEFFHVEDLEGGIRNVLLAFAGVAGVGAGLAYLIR
# HRas wt GTP bind: modulators of GTP binding to HRas wildtype, primary screen, biochemical, bead-based flow cytometry, multiplex; GTPase HRas (Homo sapiens), P01112; GST-Ras wt beads, Bodipy-FL-GTP binding; actives lie on both sides; GTP binding activity, % at 10 µM; hit rate 0.14% among 190,000; AID 759, 2007;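 active = GTP binding activity at least 20% away from the 100% baseline, either lowered as inhibitor or raised as activator; inconclusive = flagged as likely green fluorescent, judged across all proteins in the well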;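 also: 0% = unlabeled GTP competition control and 100% = no-compound control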
# Target sequence (P01112 whole entry, looked up): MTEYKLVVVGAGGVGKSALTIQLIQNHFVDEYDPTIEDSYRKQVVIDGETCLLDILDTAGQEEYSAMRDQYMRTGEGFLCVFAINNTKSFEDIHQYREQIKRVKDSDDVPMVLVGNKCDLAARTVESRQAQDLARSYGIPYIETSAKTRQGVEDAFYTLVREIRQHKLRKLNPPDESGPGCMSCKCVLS
# GSH fluor: compound fluorescence on glutathione beads, profiling panel, artefact control, biophysical, 488/530 nm, flow cytometry. fluorescence (KMESF) at 10 µM. GSH beads flow cytometry, compound fluorescence 488/530 nm; stronger effect = higher value. hit rate 0.25% among 190,000; in the data active = fluorescence above about 89;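 also: glutathione beads carrying GST-tagged Bcl family fusion proteins plus one bare bead set; values are compound well signal with DMSO vehicle wells as background; inactives centre near 16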
# Mcl1-Bid inh: Mcl-1/Bid binding inhibitors, primary screen, biochemical, TR-FRET, 1536-well; Induced myeloid leukemia cell differentiation protein Mcl-1 (Homo sapiens), Q07820; TR-FRET Mcl-1/Bid-Dy647 peptide binding; AID 1021, 2008; hit rate 0.97% among 220,000; inhibition, % at 21.7 µM;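 active = compounds that cut the binding signal by more than half at the single screening dose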;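 also: His-tagged Mcl-1 with europium anti-His antibody binding Bid BH3 peptide; 0% = Mcl-1 plus peptide wells and 100% = peptide-only wells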
# Cdc42 wt: modulators of GTP binding to wildtype Cdc42, primary screen, biochemical, multiplex bead flow cytometry, Bodipy-GTP | GST-Cdc42 beads; actives lie on both sides | percent activity (GTP binding), % at 10 µM | hit rate 0.2% among 190,000;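 active = percent activity GTP binding at least 20 points away from the 100% baseline, either down as inhibitor or up as activator; inconclusive = compound flagged as likely green fluorescent from well-wide comparison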;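 also: median bead fluorescence of bound Bodipy-FL-GTP at 100 nM; 0% = excess unlabeled GTP control and 100% = no compound control; below 100% means less GTP binding so inhibitor and above means activator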
# Target sequence (P60953 whole entry, looked up): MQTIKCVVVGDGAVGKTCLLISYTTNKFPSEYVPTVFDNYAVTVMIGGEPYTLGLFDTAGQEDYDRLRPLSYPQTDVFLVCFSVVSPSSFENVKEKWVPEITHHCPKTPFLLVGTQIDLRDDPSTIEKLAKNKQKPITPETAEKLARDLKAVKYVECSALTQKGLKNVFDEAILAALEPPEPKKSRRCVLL
# Pf gamet viab: late stage P. falciparum gametocyte viability inhibitors, primary screen, ATP luminescence, HTS. hit rate 0.065% among 150,000. inhibition, % at 10.9 µM. P. falciparum stage V gametocytes, 24 h;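 active = inhibition above the mean plus 3 SD of compounds within the control limits, set per campaign, cut at about 38% in these data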;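 also: 0% = DMSO wells and 100% = medium only without gametocytes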
# Rab2A wt mod: modulators of GTP binding to Rab2A wildtype, primary screen, biochemical, dog, bead-based flow cytometry, multiplex; Ras-related protein Rab-2A (Canis lupus familiaris), P61105; GST-Rab2 wt beads, Bodipy-GTP binding; GTP binding activity, % at 10 µM; hit rate 0.19% among 190,000; AID 760, 2007;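 active = GTP binding activity at least 20 points away from 100%, either lowered or raised; inconclusive = signal likely due to the compound's own green fluorescence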;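 also: 0% = beads with excess unlabeled GTP and 100% = no-compound control corrected for plate trend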
# Rac1 wt GTP bind: wildtype Rac1 GTP binding modulators, primary screen, biochemical, GST-Rac1 beads, flow cytometry, multiplex | Ras-related C3 botulinum toxin substrate 1 (Homo sapiens), P63000 | fluorescent GTP binding; actives lie on both sides; 0 = cold GTP competed, 100 = untreated | GTP binding activity (% of control), % at 10 µM | hit rate 0.27% among 190,000 | AID 757, 2007;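 active = GTP binding activity at least 20 points away from the 100% control level, either lower or higher; inconclusive = compound flagged as likely green fluorescent, judged across all proteins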
# Rac1 mut GTP: GTP binding modulators of activated mutant Rac1, primary screen, biochemical, bead-based flow cytometry, multiplex, fluorescent GTP. GST-Rac1 activated beads; actives lie on both sides; 100% means binding = to untreated wells. percent activity (GTP binding), % at 10 µM. hit rate 0.11% among 190,000. AID 764, 2007;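 active = GTP binding at least 20 percentage points away from the 100% baseline, in either direction, so actives lie on both sides; inconclusive = Compound likely fluorescent itself, or too few beads counted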
# Starred values were filed as active, the others as inactive; u = inconclusive; x = not tested or not shown.
smiles,Avidin bead fluor,Rab7 wt GTP bind,Mcl1-Noxa inh,HRas wt GTP bind,GSH fluor,Mcl1-Bid inh,Cdc42 wt,Pf gamet viab,Rab2A wt mod,Rac1 wt GTP bind,Rac1 mut GTP
Cc1ccccc1N(C(=O)Cc1c[nH]c2ccccc12)C(C(=O)NC1CCCCC1)c1ccco1 (stereo not given),12,103,7,100,6,-52,103,-14,99,104,99
Cc1cc(NC(=O)C2C3C(=O)N(CCC(C)C)C(C(=O)NCc4ccccc4)C34C=CC2(C)O4)no1 (stereo not given),10,100,14,102,31,-7,101,x,100,101,100
C=CCSc1ncc(-c2ccccc2)cn1,8,91,40,93,14,-4,100,4,97,96,95
Cc1cc(C(=O)N/N=C2\CC(=O)CC(C)(C)C2)c2ccccc2n1,7,101,-8,100,9,-21,101,x,101,107,101
CCn1c(COc2c(C)cccc2C)nnc1SCc1nc2ccccc2c(=O)[nH]1,9,99,6,94,17,-6,94,-2,93,95,95
CC1CCc2c(c3ccccc3[nH]c2=O)O1 (stereo not given),57*,102,8,102,27,-1,105,x,102,108,100
Nc1ccc(-c2nc3ccc(C(=O)O)cc3s2)cc1,3,101,57*,100,15,-37,96,x,102,100,97
COC(=O)c1ccc(N=Cc2c(C(F)(F)F)[nH]n(C)c2=O)cc1,10,98,3,102,11,4,104,9,103,101,97
Cc1cccc(C)c1N1CCN(C(=O)Cn2cncn2)CC1,8,103,7,97,15,-25,94,-24,100,96,93
O=C(COC(=O)c1cccnc1Cl)NCc1ccco1,36,106,21,99,18,-19,93,2,99,98,94
Fc1ccc(N2N=C(c3cccs3)CC2c2ccccc2)cc1 (stereo not given),8,106,10,100,21,-34,96,22,99,102,96
COc1ccccc1NC(=O)COC(=O)c1ccccc1C(=O)N1CCN(c2ccccc2)CC1,11,98,8,97,13,-44,100,x,98,99,96
Cc1cc(C)nc(Nc2ccc(C)c([N+](=O)[O-])c2)n1,10,98,15,96,14,-32,96,-26,96,93,95
Cc1ccc(CNC(=O)COC(=O)Cc2ccc(-c3ccccc3)cc2)cc1,4,99,-3,97,11,-3,99,13,96,100,97
CNC(=O)C1CC(=O)N(Cc2ccc3c(c2)OCO3)C(=Nc2ccc(F)cc2)S1 (stereo not given),9,103,23,104,11,-8,101,-33,102,111,100
CC(C)CC(=O)NC(c1cccs1)c1ccc2cccnc2c1O (stereo not given),23,109,-36,100,11,-46,101,x,103,104,101
O=C(NC(=S)Nc1ccc(N2CCCC2)cc1)c1ccccc1[N+](=O)[O-],14,99,27,100,9,-47,99,x,98,106,100
CCc1ccc(N2CC(C(=O)Nc3ccccc3F)CC2=O)cc1 (stereo not given),9,101,-3,100,33,-6,103,x,98,101,98
O=[N+]([O-])c1cc(/C=N/OCc2c(Cl)cccc2Cl)ccc1N1CCOCC1,12,94,3,94,25,-25,96,-14,94,95,93
COC(=O)c1c(NC(=O)CSc2nnc(-c3ccco3)n2Cc2ccccc2)sc(C)c1C,8,99,12,98,268*,-31,97,1,99,100,95
CC(=O)Nc1c(C(=O)C2CC2)oc2ccccc12,23,99,10,90,11,4,87,x,95,85,91
CCC(SC1=NCCS1)C(=O)Nc1ccc(S(N)(=O)=O)cc1 (stereo not given),4,102,9,103,8,-11,106,5,101,106,100
CCNc1nc(Cl)nc(NCCOc2ccc(C)cc2)n1,14,98,4,100,9,3,98,3,100,99,99
COc1ccc2c(c1OC)C(=O)N(c1nccs1)C2,35,101,4,100,9,-15,101,x,103,102,100
CSCC(NS(=O)(=O)c1ccc(C)cc1)C(=O)O (stereo not given),12,94,21,98,12,-34,100,7,98,104,100
Brc1ccc(-c2nc3ncccn3c2NC2CCCCC2)o1,23,99,-3,100,14,-23,100,-15,99,103,98
CCN(CC)Cc1cc(NC2=NS(=O)(=O)c3ccccc32)ccc1OC(=O)C(C)C,13,100,-9,101,27,-40,105,x,101,106,101
O=C(CSc1nccc(=O)[nH]1)c1ccco1,9,104,1,100,13,-1,102,15,100,101,97
O=[N+]([O-])c1cccc(C(=S)N2CCN(c3ccccc3)CC2)c1,2,101,4,99,6,-25,100,x,97,99,102
O=C(Nc1ccc(F)cc1)N1CCCC(c2nc3c(nnn3Cc3ccccc3Cl)c(=O)[nH]2)C1 (stereo not given),23,99,-14,95,8,-7,92,12,94,93,93
CCC1/C(=N\O)CC(c2ccco2)NC1c1ccco1 (stereo not given),12,104,-14,102,36,-29,107,x,104,108,100
COc1ccc2c(CC(=O)OCC(=O)Nc3ccc4c(c3)OCO4)coc2c1,8,99,-2,99,10,-13,102,28,99,100,97
Cc1ccc(-n2c(SCC(=O)NCC3CCCO3)nc3n[nH]c(C)c3c2=N)cc1Cl (stereo not given),7,97,10,95,32,-1,97,-29,95,98,96
Cc1cc2cc3c(cc2nc1SCC(=O)Nc1nc(C)c(C)s1)OCO3,10,99,-97,97,59,-15,99,7,100,99,97
Cc1ccc(NC(=O)Cn2nnc3ccccc32)cc1,12,99,-1,96,10,-25,100,-2,97,96,96
C(=Nc1cccc2c(N=Cc3ccco3)cccc12)c1ccco1,10,101,58*,98,23,-15,95,x,98,97,96
CC(C)(O)c1cc(=O)sc2nc3ccccc3n12,22,99,7,97,22,2,101,x,97,105,94
OCC1CCN(Cc2nc(Cc3ccccc3Cl)no2)CC1,10,u,1,u,17,-23,u,20,u,u,u
C=CCSc1ncccc1C(=O)NCc1ccccc1,14,94,17,98,55,-24,101,x,94,99,98
COc1cc(OC)cc(-c2nc(-c3cccs3)no2)c1,6,102,-2,98,14,-28,96,x,98,97,96
CC(C)NS(=O)(=O)c1ccc(CCC(=O)N2CCc3ccccc3C2)cc1,9,94,20,96,11,-21,97,x,96,96,94
Cc1nc(C)c(C(=O)NNS(=O)(=O)c2ccccc2)s1,11,100,0,100,7,1,97,-12,98,98,101
CCn1nc(CC(=O)Nc2nnc(CC(=O)N3CCCCC3)s2)c2ccccc2c1=O,7,98,5,95,64,-3,95,-13,93,92,95
CC1CCC(C(C)C)C(OCC(O)CNC(C)(C)C)C1 (stereo not given),13,101,17,101,14,-8,106,18,104,102,97
O=C(Nc1cccc2ccccc12)N1CCN(Cc2ccccc2)CC1,7,u,-9,u,16,-19,u,1,u,u,u
Nc1nncn1C(=O)c1c(Cl)cccc1Cl,11,92,x,94,38,-10,95,8,91,92,92
COC(=O)c1cnn2c1C(=O)N(Cc1cccs1)CC2,11,102,9,100,9,-24,99,x,100,100,97
Cc1ccc(CSc2nnc([C@@H]3CCCN3)o2)cc1,37,101,50,102,26,63*,103,x,102,104,101
Cc1ccc(S(=O)(=O)NCCC(=O)OCC(=O)Nc2cccc(S(=O)(=O)NC3=NCCCCC3)c2)cc1,5,101,12,99,20,-13,98,0,98,102,98
O=C1c2ccccc2NC(c2ccc(Cl)cc2Cl)N1Cc1ccccc1 (stereo not given),7,96,-26,99,42,-39,99,9,99,103,101

# Other entries:
smiles,Avidin bead fluor,Rab7 wt GTP bind,Mcl1-Noxa inh,HRas wt GTP bind,GSH fluor,Mcl1-Bid inh,Cdc42 wt,Pf gamet viab,Rab2A wt mod,Rac1 wt GTP bind,Rac1 mut GTP
COC(=O)c1c(N)n(CCCN2CCOCC2)c2nc3ccccc3nc12,16,93,14,95,9,-16,96,15,96,95,95
N#Cc1ccc(C(c2nnnn2Cc2ccccc2)N2CCCC2)cc1 (stereo not given),11,102,22,106,11,25,108,-10,104,107,104
C=C(C)CN(CC)C(=O)c1ccc(OC2CCN(S(=O)(=O)N(C)C)CC2)cc1,5,98,-4,94,9,19,93,-23,95,94,93
COc1ccc(CC(=O)NNC(=O)Cc2ccc(OC)cc2)cc1,11,u,-6,u,20,-8,u,x,u,u,u
CCCOc1ccc(-c2nnn(CC(=O)c3ccc4c(c3)OCCO4)n2)cc1,21,102,-7,98,22,-7,97,-11,97,98,97
Cc1ccc(CNC(=O)C2CCCN(c3nc(C)cc(C)n3)C2)cc1 (stereo not given),12,102,-7,100,16,-10,97,1,97,101,96
COc1cccc(C(=O)Nc2ccc(NC(C)=O)cn2)c1,31,98,-4,102,23,-21,105,x,100,107,101
Cc1cnn(C(=O)c2cc(-c3ccccc3)nc3ccccc23)c1,6,97,12,104,22,-54,104,-5,104,103,101
O=C(Nc1cccn(Cc2ccccc2)c1=O)NC1CCCCC1,13,103,14,99,36,-24,102,-40,100,104,97
O=c1cc(-c2ccccc2)[nH]c2cc(F)ccc12,10,102,-11,100,17,1,101,-27,100,103,96
CCCCC(c1nnnn1CCOC)N1CCN(CC)CC1 (stereo not given),7,99,37,103,16,30,103,x,102,104,101
O=C(O)CSc1nnc(Cc2ccccc2)n1-c1ccccc1,16,97,11,101,35,-21,103,x,99,102,99
COCCn1c(SCC(=O)Nc2cccc(OC)c2)nnc1-c1ccccc1,42,101,11,102,16,-6,104,-9,101,103,100
O=C(CNS(=O)(=O)c1cccc(Cl)c1)Nc1ccc(-c2nc3ccccc3s2)cc1,7,100,24,98,19,-1,95,3,97,98,97
CCCOc1ccc2oc(=O)c3c(c2c1)CCCN3C(=O)CN1CCN(C(=O)c2ccco2)CC1,36,96,9,97,24,-5,97,x,93,97,96
CC(C)N(Cc1nc(-c2ccccc2)no1)C(=O)c1ccc([N+](=O)[O-])cc1,10,102,11,98,10,-21,98,x,99,100,95
COc1ccc2[nH]c3c(=O)n4c(nc3c2c1)SCC4,4,96,16,95,11,-35,92,4,95,95,95
Cc1ccc(NC(=O)c2nc[nH]c2C(=O)N2CCOCC2)c(C(=O)c2ccccc2)c1,12,96,6,96,17,-38,96,-7,93,99,95
Nc1nnc(SCC(=O)OCc2ccc(Cl)c(Cl)c2)s1,18,98,-2,101,9,-18,100,-1,100,105,103
